697 NFkB inh: inhibitors of PMA/ionomycin-induced NF-kB reporter, 697 cells, primary screen, B-cell NF-kB inhibitor project, cell-based, luminescence, uHTS. 697 B-cell NF-kB luciferase reporter, 16 h. 0.33% of 330,000 active. inhibition, % at 4 µM; in the data active means inhibition above about 35%
Apaf-1 inh: inhibitors of human Apaf-1 apoptosome, primary screen, biochemical, DEVD-Rh110 fluorescence, uHTS; reconstituted apoptosome caspase-3 activity; inhibition, % at 20 µM; 0.71% of 330,000 active; active means inhibition of at least 40% at 20 µM;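 further: plate controls were DMSO wells for no effect and DEVD-CHO caspase inhibitor wells for full effect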
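System: reconstituted apoptosome with Apaf-1, cytochrome c, caspase-9, procaspase-3, dATP; Signal: Rh110 fluorescence intensity; Schedule: 30 min compound preincubation, 50 min activation, room temperature; Reagent: cytochrome c trigger plus (Z-DEVD)2-Rh110 caspase-3 substrate.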
SENP7 inh: SENP7 protease inhibitors, primary screen, biochemical, luminescence, uHTS. 1.5% of 330,000 active. recombinant SENP7, Z-RLRGG-aminoluciferin luminescence, 40 min. inhibition, % at 5 µM;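 active means inhibition above about 50% at the single test dose, limit read from the data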;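 further: plate controls were DMSO with enzyme for no effect and no enzyme buffer wells for full effect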
Jurkat NFkB inh: inhibitors of induced NF-kB luciferase reporter, primary screen, TCR NF-kB activation inhibitor project, cell-based, luminescence, uHTS; Jurkat, PMA/ionomycin-induced NF-kB luciferase reporter; inhibition, % at 4 µM; 0.53% of 330,000 active
SENP8 block: SENP8 protease inhibitors, primary screen, biochemical, luminescence | AID 2540, 2010 | purified SENP8, Z-RLRGG-aminoluciferin cleavage | Sentrin-specific protease 8 (Homo sapiens), Q96LD8 | 1.2% of 330,000 active | inhibition, % at 10 µM
HKDC1 inhibitor: HKDC1 hexokinase inhibitors, primary screen, biochemical, fluorescence, uHTS | inhibition, % at 20 µM | recombinant HKDC1, G6PDH/diaphorase resazurin coupled fluorescence | Q2TB90 | AID 493160, 2011 | 0.16% of 340,000 active;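 active means inhibition above about 35% when tested at 20 µM, limit read from the data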;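 further: plate controls were DMSO wells with enzyme for no effect and DMSO wells lacking enzyme for full effect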
Target sequence (Q2TB90 whole entry, looked up): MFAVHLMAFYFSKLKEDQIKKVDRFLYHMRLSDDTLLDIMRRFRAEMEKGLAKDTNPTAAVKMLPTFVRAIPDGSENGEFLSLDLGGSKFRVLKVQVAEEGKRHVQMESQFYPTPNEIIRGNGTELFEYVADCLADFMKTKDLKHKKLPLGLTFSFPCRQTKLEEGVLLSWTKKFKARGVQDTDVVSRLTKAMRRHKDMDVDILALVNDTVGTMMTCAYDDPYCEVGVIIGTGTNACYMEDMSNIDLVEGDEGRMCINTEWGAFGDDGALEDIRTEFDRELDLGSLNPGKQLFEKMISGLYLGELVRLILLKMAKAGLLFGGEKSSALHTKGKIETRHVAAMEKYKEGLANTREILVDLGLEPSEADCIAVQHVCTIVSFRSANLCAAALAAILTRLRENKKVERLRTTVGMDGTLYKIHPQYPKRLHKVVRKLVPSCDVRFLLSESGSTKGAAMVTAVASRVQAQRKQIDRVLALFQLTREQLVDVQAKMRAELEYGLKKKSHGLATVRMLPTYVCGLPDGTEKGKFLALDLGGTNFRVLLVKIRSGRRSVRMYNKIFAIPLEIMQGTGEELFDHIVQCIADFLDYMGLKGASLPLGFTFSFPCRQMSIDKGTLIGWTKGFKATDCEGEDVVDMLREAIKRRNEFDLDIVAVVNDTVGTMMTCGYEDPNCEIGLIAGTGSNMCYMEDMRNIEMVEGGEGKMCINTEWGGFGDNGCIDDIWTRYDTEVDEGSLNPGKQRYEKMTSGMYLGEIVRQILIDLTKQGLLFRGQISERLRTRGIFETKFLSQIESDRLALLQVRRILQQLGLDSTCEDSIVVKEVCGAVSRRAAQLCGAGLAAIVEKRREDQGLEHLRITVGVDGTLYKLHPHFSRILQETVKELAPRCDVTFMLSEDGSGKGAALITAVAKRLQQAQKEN
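Test system: HK5 enzyme. Quantity: 5 µg/mL HK5 final. Reagent: glucose and ATP substrates. Schedule: 90 min reaction incubation at room temperature, dark. Technique: resazurin-to-resorufin fluorescence via G6PDH and diaphorase coupling, 525/613 nm. Control set: DMSO wells with and without enzyme mix.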
UBC13 inh: UBC13 polyubiquitin chain formation inhibitors, primary screen, biochemical, TR-FRET, uHTS. Ubiquitin-conjugating enzyme E2 N (Homo sapiens), P61088. inhibition, % at 20 µM. AID 485273, 2010. 0.47% of 330,000 active; in the data active means inhibition above about 45%, passing the limit was not always enough
Target sequence (P61088 whole entry, looked up): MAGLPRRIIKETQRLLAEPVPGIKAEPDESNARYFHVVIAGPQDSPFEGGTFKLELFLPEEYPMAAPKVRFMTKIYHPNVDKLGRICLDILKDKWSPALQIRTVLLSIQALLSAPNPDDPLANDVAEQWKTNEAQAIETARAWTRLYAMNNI
Gli-Sufu block: Gli-Sufu pathway antagonists, primary screen, luciferase luminescence, Sufu-KO-LIGHT cells, uHTS; Sufu-KO-LIGHT fibroblasts, Gli luciferase reporter luminescence; inhibition, % at 5 µM; 0.74% of 340,000 active; AID 588413, 2011;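 active means inhibition above about 55%, limit read from the data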;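 further: 0% = DMSO-treated cells and 100% = wells with medium but no cells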
An asterisk follows results filed as active. Unless noted, no stated cut-off is given here; in the data, active means inhibition above about 50%; inactive means the rest.

CCOc1cc(C#N)c(NC(=O)c2cccnc2)cc1OCC was read as 697 NFkB inh -32, Apaf-1 inh -1, SENP7 inh 7, Jurkat NFkB inh 62*, SENP8 block 6, HKDC1 inhibitor 4, UBC13 inh -1 and Gli-Sufu block -1.
CCC(CC)C(=O)Nc1ccc(S(=O)(=O)Nc2nccs2)cc1 was read as 697 NFkB inh -2, Apaf-1 inh -10, SENP7 inh -11, Jurkat NFkB inh 0, SENP8 block -1, HKDC1 inhibitor -12, UBC13 inh -8 and Gli-Sufu block 1.
`Cc1cccc(C)c1NC(=O)C1CCN(C(=O)c2cccs2)CC1` gave 697 NFkB inh -4, Apaf-1 inh 4, SENP7 inh 1, Jurkat NFkB inh -7, SENP8 block -1, HKDC1 inhibitor -4, UBC13 inh 5 and Gli-Sufu block -7.
Screening CN(CC(=O)NC1CCCCC1)S(=O)(=O)c1ccc(Br)s1 returned 697 NFkB inh -9, Apaf-1 inh 2, SENP7 inh 15, Jurkat NFkB inh 10, SENP8 block -10, HKDC1 inhibitor -4, UBC13 inh 0 and Gli-Sufu block 3.
Screening O=C(Nc1ccccc1)N1CCN(c2ncccn2)CC1 returned 697 NFkB inh 26, Apaf-1 inh -9, SENP7 inh 3, Jurkat NFkB inh 4, SENP8 block -3, HKDC1 inhibitor -2, UBC13 inh 8 and Gli-Sufu block -1.
`COC(=O)C1=C(O)/C(=C\c2ccc(OCC(=O)Nc3ccccc3)cc2)N=C1C` gave 697 NFkB inh -9, Apaf-1 inh -10, SENP7 inh 24, Jurkat NFkB inh -9, SENP8 block -7, HKDC1 inhibitor -2, UBC13 inh -5 and Gli-Sufu block 3.
Screening Cc1cc(OCC(=O)NCCc2c[nH]c3ccccc23)c2c(C)cc(=O)oc2c1 returned 697 NFkB inh 20, Apaf-1 inh 2, SENP7 inh 2, Jurkat NFkB inh 8, SENP8 block -6, HKDC1 inhibitor 26, UBC13 inh 12 and Gli-Sufu block 8.
For COc1ccc(NC(=O)c2sccc2SCC#N)cc1 the results were 697 NFkB inh 0, Apaf-1 inh -15, SENP7 inh 8, Jurkat NFkB inh -24, SENP8 block -15, HKDC1 inhibitor 6, UBC13 inh 3 and Gli-Sufu block -20.
`COc1ccc(CC(=O)N/N=C(\C)c2cccc(NC(=O)C3CC3)c2)cc1` gave 697 NFkB inh -40, Apaf-1 inh -2, SENP7 inh -15, Jurkat NFkB inh -25, SENP8 block 4, HKDC1 inhibitor -4, UBC13 inh -4 and Gli-Sufu block 0.
Screening OCCNCc1cccc(OCc2ccccc2Cl)c1 returned 697 NFkB inh -1, Apaf-1 inh -7, SENP7 inh -4, Jurkat NFkB inh 5, SENP8 block -4, HKDC1 inhibitor 12, UBC13 inh 8 and Gli-Sufu block -15.
`CCC(=O)c1ccc(OCC(=O)OCC(=O)NC2CCCC2)cc1` gave 697 NFkB inh -23, Apaf-1 inh 2, SENP7 inh -6, Jurkat NFkB inh 3, SENP8 block -5, HKDC1 inhibitor -4, UBC13 inh -4 and Gli-Sufu block -8.
CCCCNc1c(-c2ccc(OC)c(SC3CCCCC3)c2)nc2ccc(Cl)cn12 was read as 697 NFkB inh -12, Apaf-1 inh 37, SENP7 inh 14, Jurkat NFkB inh -3, SENP8 block 0, HKDC1 inhibitor 8, UBC13 inh 16 and Gli-Sufu block 5.
`COC(=O)C1(CO)NC(c2ccc(C)cc2)C2C(=O)N(c3ccccc3)C(=O)C21` (configuration not stated) gave 697 NFkB inh -2, Apaf-1 inh -4, SENP7 inh 8, Jurkat NFkB inh 6, SENP8 block -1, HKDC1 inhibitor -5, UBC13 inh -11 and Gli-Sufu block -4.
Screening CCCN(CC(=O)Nc1ccc(F)c(F)c1F)C(=O)c1ccc2c(c1)NC(=O)CS2 returned 697 NFkB inh -4, Apaf-1 inh 0, SENP7 inh -12, Jurkat NFkB inh -8, SENP8 block -11, HKDC1 inhibitor 1, UBC13 inh -5 and Gli-Sufu block 9.
Screening CC(C)CSC1=NSC2=NC(=O)/C(=C\c3ccccc3)C(=N)N12 returned 697 NFkB inh -49, Apaf-1 inh 7, SENP7 inh -5, Jurkat NFkB inh -25, SENP8 block -9, HKDC1 inhibitor 14, UBC13 inh 4 and Gli-Sufu block -41.
CCOC(=O)c1ccc(OCCOc2ccccc2C)cc1 was read as 697 NFkB inh -11, Apaf-1 inh 7, SENP7 inh 2, Jurkat NFkB inh -7, SENP8 block 4, HKDC1 inhibitor 0, UBC13 inh -5 and Gli-Sufu block 21.
Screening Cc1ccc(N(CN2CCCC2=O)C(=O)c2ccc(C)c(C)c2)cc1 returned 697 NFkB inh -5, Apaf-1 inh -13, SENP7 inh -3, Jurkat NFkB inh -4, SENP8 block -5, HKDC1 inhibitor 1, UBC13 inh 5 and Gli-Sufu block 7.
For CC(C)(C)c1ccc(Oc2cccc(C3CC(=O)C(C4NCCc5ccccc54)C(=O)C3n3cncn3)c2)cc1 (configuration not stated) the results were 697 NFkB inh 18, Apaf-1 inh 29, SENP7 inh 7, Jurkat NFkB inh 4, SENP8 block 3, HKDC1 inhibitor 5, UBC13 inh -4 and Gli-Sufu block -18.
Screening CCOC(=O)C1CCCN(CCC(=O)Nc2cccc(C)c2)C1 (configuration not stated) returned 697 NFkB inh -8, Apaf-1 inh 5, SENP7 inh -4, Jurkat NFkB inh -19, SENP8 block -5, HKDC1 inhibitor 10, UBC13 inh 2 and Gli-Sufu block 0.
`COc1ccc(CNC(=O)COc2cc(O)c3c(c2)OC(C)(C)CC3=O)c(OC)c1` gave 697 NFkB inh 10, Apaf-1 inh 2, SENP7 inh 2, Jurkat NFkB inh 4, SENP8 block -5, HKDC1 inhibitor -2, UBC13 inh 6 and Gli-Sufu block 1.
`FCCCOc1ccc(/C=N/OCc2ccc(Cl)cc2)cc1` gave 697 NFkB inh 9, Apaf-1 inh 8, SENP7 inh 3, Jurkat NFkB inh 1, SENP8 block 3, HKDC1 inhibitor 8, UBC13 inh 4 and Gli-Sufu block 0.
`Fc1ccc(/C=N/N2CCN(Cc3ccccc3)CC2)cc1` gave 697 NFkB inh 10, Apaf-1 inh -3, SENP7 inh 1, Jurkat NFkB inh -3, SENP8 block -11, HKDC1 inhibitor -7, UBC13 inh 12 and Gli-Sufu block 2.
`Cc1c(Cl)cccc1N/C(=N/S(=O)(=O)c1cccs1)c1ccccc1` gave 697 NFkB inh 8, Apaf-1 inh 2, SENP7 inh 3, Jurkat NFkB inh 2, SENP8 block 3, HKDC1 inhibitor -6, UBC13 inh 4 and Gli-Sufu block 1.
O=C(Nc1cc(Br)ccc1O)c1cnn2c(C(F)F)cc(C3CC3)nc12 was read as 697 NFkB inh 14, Apaf-1 inh 8, SENP7 inh 4, Jurkat NFkB inh 10, SENP8 block -1, HKDC1 inhibitor 3, UBC13 inh -1 and Gli-Sufu block 19.
`CC1CCCCC1NC(=O)CCNC(=O)N1CC(=O)Nc2ccccc21` (configuration not stated) gave 697 NFkB inh -2, Apaf-1 inh -15, SENP7 inh 4, Jurkat NFkB inh -4, SENP8 block 6, HKDC1 inhibitor -6, UBC13 inh 8 and Gli-Sufu block -3.
Screening COc1ccc(C(=O)C2CCCN(C/C=C/c3ccccc3OC)C2)c(OC)c1 (configuration not stated) returned 697 NFkB inh 15, Apaf-1 inh 13, SENP7 inh 6, Jurkat NFkB inh 14, SENP8 block -6, HKDC1 inhibitor -6, UBC13 inh 5 and Gli-Sufu block 32.
Screening CCN(Cc1ccccc1)S(=O)(=O)c1cc(C(=O)c2c(N)n(C)c(=O)n(C)c2=O)ccc1OC returned 697 NFkB inh 2, Apaf-1 inh -1, SENP7 inh 2, Jurkat NFkB inh 13, SENP8 block -7, HKDC1 inhibitor -4, UBC13 inh -3 and Gli-Sufu block 6.
Screening COc1ccc(CNC(=O)CCC(=O)Nc2cccnc2)cc1 returned 697 NFkB inh 14, Apaf-1 inh -4, SENP7 inh -6, Jurkat NFkB inh -2, SENP8 block -2, HKDC1 inhibitor -8, UBC13 inh 9 and Gli-Sufu block 9.
For O=C(Cc1cccs1)NCc1cccc(Cl)c1 the results were 697 NFkB inh -21, Apaf-1 inh 5, SENP7 inh 6, Jurkat NFkB inh -30, SENP8 block 12, HKDC1 inhibitor -5, UBC13 inh 4 and Gli-Sufu block -26.
For Cn1c(=O)oc2cc(S(=O)(=O)NCc3ccc(Cl)cc3)ccc21 the results were 697 NFkB inh -18, Apaf-1 inh 0, SENP7 inh -7, Jurkat NFkB inh 15, SENP8 block -4, HKDC1 inhibitor -3, UBC13 inh -12 and Gli-Sufu block -3.
Screening CC1CCCC(C)N1C(=O)CSc1nnnn1Cc1ccccc1 (configuration not stated) returned 697 NFkB inh 9, Apaf-1 inh 2, SENP7 inh -5, Jurkat NFkB inh -5, SENP8 block -1, HKDC1 inhibitor 1, UBC13 inh 11 and Gli-Sufu block -2.
`Cc1ccc(-c2nnc(NC(=O)c3c(F)cccc3Cl)s2)cc1` gave 697 NFkB inh -37, Apaf-1 inh 17, SENP7 inh -15, Jurkat NFkB inh -4, SENP8 block -12, HKDC1 inhibitor -4 and UBC13 inh 6.
Screening COc1ccc(-c2csc(NC(=O)C(CC(=O)O)N3CCOCC3)n2)cc1 (configuration not stated) returned 697 NFkB inh 2, Apaf-1 inh -9, SENP7 inh -2, Jurkat NFkB inh 3, SENP8 block -8, HKDC1 inhibitor -5, UBC13 inh 8 and Gli-Sufu block -11.
`CC(C)(C)Nc1c(-c2cccs2)nc2ccccn12` gave 697 NFkB inh -1, Apaf-1 inh 5, SENP7 inh 1, Jurkat NFkB inh -11, SENP8 block -2, HKDC1 inhibitor -7, UBC13 inh 10 and Gli-Sufu block 4.
CCOC(=O)Cc1cc(=O)[nH]c(/N=C(/NC(=O)c2ccccc2)Nc2ccccc2C(F)(F)F)n1 was read as 697 NFkB inh 20, Apaf-1 inh -5, SENP7 inh -2, Jurkat NFkB inh 11, SENP8 block -1, HKDC1 inhibitor -5, UBC13 inh -7 and Gli-Sufu block 4.
O=C(NCCC1CCCCN1S(=O)(=O)c1ccccc1)C(=O)NCc1ccccc1F (configuration not stated) was read as 697 NFkB inh -8, Apaf-1 inh 12, SENP7 inh 6, Jurkat NFkB inh -3, SENP8 block -8, HKDC1 inhibitor 4, UBC13 inh 1 and Gli-Sufu block 2.
For Cc1cccc(NC(=O)c2cn(-c3ccccc3)nc2-c2ccccc2)c1 the results were 697 NFkB inh 16, Apaf-1 inh -5, SENP7 inh -2, Jurkat NFkB inh -4, SENP8 block 0, HKDC1 inhibitor -7, UBC13 inh 8 and Gli-Sufu block -9.
`CN1C(=O)N(c2nnc(C(C)(C)C)s2)C(=O)C1c1ccccc1` (configuration not stated) gave 697 NFkB inh 11, Apaf-1 inh -28, SENP7 inh 2, Jurkat NFkB inh 1, SENP8 block -1, HKDC1 inhibitor -3, UBC13 inh 4 and Gli-Sufu block 8.

Reprinted at random: 3 compounds from above.
`CC(C)(C)Nc1c(-c2cccs2)nc2ccccn12` gave 697 NFkB inh -1, Apaf-1 inh 5, SENP7 inh 1, Jurkat NFkB inh -11, SENP8 block -2, HKDC1 inhibitor -7, UBC13 inh 10 and Gli-Sufu block 4.
`Cc1ccc(-c2nnc(NC(=O)c3c(F)cccc3Cl)s2)cc1` gave 697 NFkB inh -37, Apaf-1 inh 17, SENP7 inh -15, Jurkat NFkB inh -4, SENP8 block -12, HKDC1 inhibitor -4 and UBC13 inh 6.
Screening CC1CCCC(C)N1C(=O)CSc1nnnn1Cc1ccccc1 (configuration not stated) returned 697 NFkB inh 9, Apaf-1 inh 2, SENP7 inh -5, Jurkat NFkB inh -5, SENP8 block -1, HKDC1 inhibitor 1, UBC13 inh 11 and Gli-Sufu block -2.

No enrichment for hits; 3.6% or so of the library scored in one or more.
